Assay outcomes: PubChem, several laboratories
CHRM4 PAM: potentiates acetylcholine response at human M4 receptor. activation, % at 3 µM. P08173. CHO-K1 hM4/Gqi5, Fluo-8 calcium fluorescence, ACh EC20; 0% = ACh EC20, 100% = maximal ACh. 360,000 tested, 0.4% active;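 active = activation above its plate's cutoff, the mean activation of sample wells plus 3 SD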; also: some results filed as inactive read as strong as hits
Target sequence (P08173 whole entry, looked up): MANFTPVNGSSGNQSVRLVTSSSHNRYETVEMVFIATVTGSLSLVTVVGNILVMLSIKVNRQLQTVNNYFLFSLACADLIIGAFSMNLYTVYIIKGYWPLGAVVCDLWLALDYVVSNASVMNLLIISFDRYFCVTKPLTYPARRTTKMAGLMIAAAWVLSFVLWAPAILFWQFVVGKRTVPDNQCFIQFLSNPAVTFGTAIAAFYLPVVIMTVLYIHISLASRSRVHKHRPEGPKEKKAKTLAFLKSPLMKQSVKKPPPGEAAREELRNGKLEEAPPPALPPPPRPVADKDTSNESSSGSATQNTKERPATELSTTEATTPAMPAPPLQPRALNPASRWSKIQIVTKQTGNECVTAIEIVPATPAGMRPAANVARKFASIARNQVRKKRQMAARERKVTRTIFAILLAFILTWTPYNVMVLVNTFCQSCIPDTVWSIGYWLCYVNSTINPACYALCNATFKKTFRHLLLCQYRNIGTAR
CRFR2-BP ag: agonists of human CRF-binding protein/CRF-R2 receptor complex; HEK293 CRF-R2/CRF-BP, calcium dye fluorescence (FLIPR); percent of saturating CRF peptide response; activation, % at 13.2 µM; 350,000 tested, 0.46% active;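 active = activation of at least 50%, plus an integration ratio under a set limit after plate pattern correction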;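 also: plate controls were neutral control wells without compound for no effect and CRF at EC100 for full effect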
CHRM4 antagonist: CHRM4 antagonism in calcium assay | P08173 | CHO-hM4 cells, ACh EC80, Fluo-8 calcium fluorescence | inhibition, % at 3 µM | 360,000 tested, 0.73% active;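 active = inhibition above its plate's cutoff, the mean inhibition of sample wells plus 3 SD, cut at about 27% in these data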;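 also: 0% = acetylcholine EC80 with DMSO and 100% = DMSO without agonist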
CHRM5 antagonist: antagonists of human muscarinic M5 receptor (CHRM5); P08912; CHO-hM5 cells, Fluo-8 calcium fluorescence, ACh EC80; inhibition, % at 3 µM; 360,000 tested, 0.59% active;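 active = inhibition above a per-plate cutoff, the mean of that plate's test compounds plus 3 SD, cut at about 27% in these data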;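 also: 0% = acetylcholine EC80 with DMSO and 100% = DMSO without agonist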
Target sequence (P08912 whole entry, looked up): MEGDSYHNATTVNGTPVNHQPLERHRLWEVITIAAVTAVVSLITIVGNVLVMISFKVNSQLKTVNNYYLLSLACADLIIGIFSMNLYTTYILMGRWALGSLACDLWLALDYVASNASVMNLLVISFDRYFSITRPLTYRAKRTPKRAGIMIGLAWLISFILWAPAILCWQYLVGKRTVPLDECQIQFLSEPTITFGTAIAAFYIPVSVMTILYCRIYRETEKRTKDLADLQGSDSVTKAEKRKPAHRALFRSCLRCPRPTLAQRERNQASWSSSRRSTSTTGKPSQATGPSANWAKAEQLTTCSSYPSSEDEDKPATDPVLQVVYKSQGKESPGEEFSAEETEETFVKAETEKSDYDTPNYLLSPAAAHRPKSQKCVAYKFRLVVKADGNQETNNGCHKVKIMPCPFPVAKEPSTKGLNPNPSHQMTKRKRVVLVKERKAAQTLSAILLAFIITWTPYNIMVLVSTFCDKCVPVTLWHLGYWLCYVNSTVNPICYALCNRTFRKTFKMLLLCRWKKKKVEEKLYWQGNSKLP
CHRM4 agonist: agonists of human muscarinic M4 receptor (CHRM4); P08173; CHO-K1 hM4/Gqi5, Fluo-8 calcium fluorescence; vehicle 0%, full acetylcholine response 100%; activation, % at 3 µM; 360,000 tested, 0.14% active; AID 624127;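 active = activation above the run mean over all test wells plus 3 SD, cut at about 32% in these data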;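 also: peak over basal fluorescence ratio per well then scaled between controls; 0% = DMSO wells and 100% = acetylcholine at EC100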
CHRM5 agonist: CHRM5 agonism in calcium assay; P08912; CHO-K1 hM5 cells, Fluo-8 calcium fluorescence; 0% DMSO wells, 100% maximal acetylcholine response; activation, % at 3 µM; 360,000 tested, 0.19% active; AID 624037;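 active = activation above the run's mean over test compounds plus 3 SD, cut at about 23% in these data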;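 also: signal is peak over basal fluorescence ratio across the kinetic read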
M5 PAM: positive allosteric modulators of human muscarinic M5 receptor; CHO-K1 hM5, Fluo-8 calcium, ACh EC20 PAM; 0% = ACh EC20, 100% = ACh EC100; activation, % at 3 µM; 360,000 tested, 0.3% active; AID 624038;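 active = activation above the run cutoff, the mean activation of all test compounds plus 3 SD, cut at about 18% in these data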
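system = human M5 receptor in CHO-K1 cells | compound = one concentration, 3 µM final (nominal) | schedule = Post-acetylcholine fluorescence recording 140 s | signal = Fluo-8 calcium dye fluorescence, kinetic read | benchmarks = low control EC20 acetylcholine (0%), high control EC100 acetylcholine (100%) | repeats = singlicate, one well per test compound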
CRFBP-R2 block: blocks CRF-induced signaling of the CRF-BP/CRF-R2 complex; AID 588475; inhibition, % at 11.8 µM; HEK293 CRF-R2/CRF-BP, CRF-induced calcium fluorescence; 350,000 tested, 0.59% active;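 active = inhibition of the ligand-induced calcium signal above about 50% at the single tested concentration, limit read from the data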
IDE cell inh: cellular human IDE inhibition | 320,000 tested, 0.41% active | inhibition, % at 5.59 µM | HEK cells, FAbetaB cleavage, fluorescence polarization | AID 434962;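 active = percent inhibition above the average of all tested compounds plus 3 SD, set per screening campaign, cut at about 16% in these data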;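 also: IDE supplied by intact live HEK cells; FP after avidin binding of uncleaved biotin substrate so inhibition keeps polarization high; 0% = DMSO wells and 100% = 60 µM reference IDE inhibitor Ii1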
Active calls of the source: *; . = not tested or not shown.

(1) Cc1ccc(C)c(NC(=O)C2CCCN(S(=O)(=O)c3ccc4[nH]c(=O)ccc4c3)C2)c1 (stereo unspecified)
(2) COc1cccc(C(=O)/C=C/c2ccc(OCC#N)c(OC)c2)c1
(3) O=C(c1ccccc1)c1ccc(OCC(=O)N2CCOCC2)cc1
(4) O=C(CSc1ncnc2c1cnn2-c1ccccc1)Nc1ccc2c(c1)OCO2
(5) O=C(CN1C(=O)/C(=C/c2ccco2)SC1=S)Nc1ccc(O)c(C(=O)O)c1
(6) O=C(NCCC1CCCCN1S(=O)(=O)c1ccc(F)cc1)C(=O)NCCN1CCOCC1 (stereo unspecified)
(7) Cc1ccc(Sc2ccc(C(=O)NC(C)C)cc2[N+](=O)[O-])cc1
(8) O=C(O)CCCN=CC1=C(O)CNC1=O
assay / compound,1,2,3,4,5,6,7,8
CHRM4 PAM,2,-2,-4,-2,-5,-5,7,4
CRFR2-BP ag,0.5,-3.2,-0.9,0.3,2.0,-0.5,-0.3,-1.1
CHRM4 antagonist,-3,-4,-2,11,15,5,4,-2
CHRM5 antagonist,1,2,9,2,12,1,-2,2
CHRM4 agonist,2,5,2,2,13,0,0,1
CHRM5 agonist,2,-1,1,-1,7,0,-2,-3
M5 PAM,-1,-2,3,-3,-14,8,-7,-3
CRFBP-R2 block,13,-10,1,45,-6,12,-12,7
IDE cell inh,6,-3,0,-1,6,-3,-2,-1

(9) CCn1c(C)c(CS(=O)(=O)c2ccccc2)[nH]c1=O
(10) O=[N+]([O-])c1ccc(-c2nn(-c3ccccc3)cc2/C=N/n2c(-c3cccs3)n[nH]c2=S)cc1
(11) Nc1ccc(C(=O)Nc2ccc(OC(F)(F)C(F)F)c(NC(=O)c3ccc(N)cc3)c2)cc1
(12) NC(=O)c1ccc(SCC(=O)OCC(=O)NCc2cccs2)c([N+](=O)[O-])c1
(13) CC1CCC/C(=N/NC(=O)c2ccccc2-n2cccc2)C1 (stereo unspecified)
(14) C#CCN(C[C@H]1[C@H](OC(=O)Nc2c(C)noc2C)[C@H](OC(=O)Nc2c(C)noc2C)C[C@@H](C(=O)OC)[C@H]1C(=O)OC)S(=O)(=O)c1ccc(C)cc1
(15) Fc1ccc2nc(N3CCCC3)sc2c1
(16) Cc1cc(OCC(=O)NNC(=S)NC(=O)c2ccc(Br)o2)ccc1Cl
assay / compound,9,10,11,12,13,14,15,16
CHRM4 PAM,9,-1,-1,2,-2,-4,-10,4
CRFR2-BP ag,2.0,-1.6,1.7,0.2,4.5,-1.2,0.9,34
CHRM4 antagonist,1,-1,13,-1,5,2,4,-2
CHRM5 antagonist,-8,2,-5,0,10,-2,12,19
CHRM4 agonist,0,0,5,1,0,1,19,10
CHRM5 agonist,-1,5,1,2,-4,0,0,-3
M5 PAM,3,7,-5,1,-8,-2,-6,-4
CRFBP-R2 block,7,-12,13,-2,-14,13,-2,-6
IDE cell inh,6,-1,-3,-3,3,.,4,.

(17) COc1ccc(C2=NOC(C(=O)Nc3c(C)n(C)n(-c4ccccc4)c3=O)C2)cc1 (stereo unspecified)
(18) N#Cc1cccc(S(=O)(=O)NNC(=O)C23CC4CC(CC(C4)C2)C3)c1
(19) Cc1nn(C)cc1/C=N/NC(=O)C(C)(C)Oc1ccc(Cl)cc1
(20) CC1=CC(c2ccc(Cl)cc2)n2ncnc2N1 (stereo unspecified)
(21) O=C(COC(=O)CNC(=O)c1ccc(Cl)cc1)Nc1ccc2c(c1)OCCO2
(22) Cc1cc(F)ccc1S(=O)(=O)Nc1ccc(O)c(Sc2ncn[nH]2)c1
(23) Cc1cccc(OCC(=O)OCC(=O)N2CCCc3ccccc32)c1C
(24) COC(=O)C1=CN(c2cc(C)cc(C)c2)C=C(C(=O)OC)C1c1cccc(F)c1
assay / compound,17,18,19,20,21,22,23,24
CHRM4 PAM,-6,-2,1,4,20,-2,-4,-3
CRFR2-BP ag,0.4,0.0,-0.3,-0.1,-5.4,-0.3,-0.1,0.4
CHRM4 antagonist,2,5,0,-1,-20,4,5,-4
CHRM5 antagonist,0,10,-7,-12,2,24,12,-2
CHRM4 agonist,1,1,0,3,3,0,2,0
CHRM5 agonist,0,3,2,7,-4,-3,-4,-3
M5 PAM,2,4,0,13,-8,-6,-5,-1
CRFBP-R2 block,-4,-1,2,6,-2,-4,10,-5
IDE cell inh,2,3,0,8,2,1,-3,2

(25) C=CCN=C1SCC(=O)N1S(=O)(=O)c1ccc(C)cc1
(26) CN1C(=CC=C2C=C(I)C(=O)C(I)=C2)C(C)(C)c2ccccc21
(27) Cc1ccccc1OCC(=O)Nc1sc2c(c1C#N)CCC2
(28) O=C(Nc1ccccc1F)c1ccc2c(c1)CCN2S(=O)(=O)c1ccccc1
(29) COc1ccccc1NS(=O)(=O)c1ccc(C(=O)NCC2(N(C)C)CCCCC2)cc1
(30) CCOC(=O)C1(CCOc2ccccc2)CCN(Cc2cccc(OC)c2OC)CC1
(31) CCOC(=O)c1cc(NC(=O)/C=C\C(=O)O)ccc1Cl
(32) Cc1cc(NC(=O)C(C)SCC(=O)N(C)CC(=O)Nc2ccc(Br)cc2C)no1 (stereo unspecified)
assay / compound,25,26,27,28,29,30,31,32
CHRM4 PAM,-5,5,1,-9,-7,-15,6,0
CRFR2-BP ag,0.7,16,-1.6,0.6,-1.2,-0.5,-2.5,-1.3
CHRM4 antagonist,9,10,-2,-12,5,10,-3,-6
CHRM5 antagonist,0,4,-15,-1,1,22,-5,16
CHRM4 agonist,1,4,0,7,2,11,0,1
CHRM5 agonist,-3,11,1,-4,-1,-14,-2,-4
M5 PAM,-2,2,7,-4,3,-29,8,-5
CRFBP-R2 block,-1,5,-7,1,0,-21,10,9
IDE cell inh,13,.,3,3,2,1,11,-4

(33) COc1cccc(-c2cc(=O)c3cc(NC(=O)c4ccc(Cl)cc4)ccc3[nH]2)c1
(34) N#Cc1ccc(OCC(=O)Nc2cc(S(=O)(=O)N3CCCCC3)ccc2N2CCCCC2)cc1
(35) COc1cccc(C(=O)NCC2CCCN2S(=O)(=O)c2ccccc2)c1 (stereo unspecified)
(36) CCN1CCN(S(=O)(=O)c2ccc(Cl)c(C(=O)Nc3ccccc3N3CCOCC3)c2)CC1
(37) O=C(COC(=O)c1ncc(Cl)c(Cl)c1Cl)NC(=O)c1ccccc1
(38) O=C(COc1ccc(F)cc1)Nc1ccccc1N1CCOCC1
(39) Cc1nnc(NC(=O)C(C)Sc2nncn2C)s1 (stereo unspecified)
(40) CCCC(=O)Nc1nc2ccc(NC(=O)c3cccnc3)cc2s1
assay / compound,33,34,35,36,37,38,39,40
CHRM4 PAM,-7,-6,-2,0,17,-3,0,2
CRFR2-BP ag,-1.1,0.2,-1.2,-1.6,-0.7,-2.1,8.3,-0.1
CHRM4 antagonist,2,4,-8,-7,7,2,2,-4
CHRM5 antagonist,-3,-7,-1,-1,-11,5,1,3
CHRM4 agonist,0,3,1,0,1,7,0,6
CHRM5 agonist,0,-2,5,0,5,-7,2,4
M5 PAM,3,1,1,4,-1,-9,3,-9
CRFBP-R2 block,7,-2,3,-2,-14,-11,-24,-26
IDE cell inh,0,7,0,-3,1,-1,0,2

(41) N#CC(C(=O)NC1CCCCC1)=C1CCCCC1
(42) CC(C)(C)NC(=O)C(c1ccco1)N(C(=O)c1ccc(CN2CCOCC2)o1)c1ccccc1 (stereo unspecified)
(43) CC(=O)N1CCN(S(=O)(=O)c2cccc(C(=O)NCCC3=CCCCC3)c2)CC1
(44) CC(=O)Nc1ccc(C(=O)N2CCCCC2c2cc(C(=O)Nc3cccc4c3CCCC4)no2)cc1 (stereo unspecified)
(45) COc1ccc(S(=O)(=O)NC(C)C(=O)NCc2ccncc2)cc1OC (stereo unspecified)
(46) COc1ccc(C)cc1N(C(=O)c1ccccc1F)c1nc2ccccc2s1
(47) CCOC(=O)C1(Cc2ccccc2)CCN(Cc2cccc3c2OCO3)CC1
(48) Cn1c(SCC(=O)c2ccc(F)cc2)nnc1-c1cccnc1
(49) COC(=O)c1[nH]c2cc(C)ccc2c1NC(=O)CN1CCN(C(=O)c2ccco2)CC1
assay / compound,41,42,43,44,45,46,47,48,49
CHRM4 PAM,-9,0,-4,-6,-4,-5,-9,7,8
CRFR2-BP ag,-0.2,5.5,-0.3,.,-0.2,2.1,-0.4,-1.0,-0.8
CHRM4 antagonist,8,7,-1,-13,1,-2,-1,-4,-12
CHRM5 antagonist,5,-7,-7,-3,6,-5,12,2,2
CHRM4 agonist,-1,1,4,4,1,-1,6,1,2
CHRM5 agonist,-2,2,-2,0,-2,-5,-5,1,2
M5 PAM,-3,6,8,-2,-5,-3,-1,-2,-3
CRFBP-R2 block,4,-19,-6,.,11,19,1,8,0
IDE cell inh,1,-1,-4,.,3,1,1,3,4

By substructure: the compounds so far containing an aryl thioether with sulfur outside any ring (six)
(4) O=C(CSc1ncnc2c1cnn2-c1ccccc1)Nc1ccc2c(c1)OCO2
(7) Cc1ccc(Sc2ccc(C(=O)NC(C)C)cc2[N+](=O)[O-])cc1
(12) NC(=O)c1ccc(SCC(=O)OCC(=O)NCc2cccs2)c([N+](=O)[O-])c1
(22) Cc1cc(F)ccc1S(=O)(=O)Nc1ccc(O)c(Sc2ncn[nH]2)c1
(39) Cc1nnc(NC(=O)C(C)Sc2nncn2C)s1 (stereo unspecified)
(48) Cn1c(SCC(=O)c2ccc(F)cc2)nnc1-c1cccnc1
assay / compound,4,7,12,22,39,48
CHRM4 PAM,-2,7,2,-2,0,7
CRFR2-BP ag,0.3,-0.3,0.2,-0.3,8.3,-1.0
CHRM4 antagonist,11,4,-1,4,2,-4
CHRM5 antagonist,2,-2,0,24,1,2
CHRM4 agonist,2,0,1,0,0,1
CHRM5 agonist,-1,-2,2,-3,2,1
M5 PAM,-3,-7,1,-6,3,-2
CRFBP-R2 block,45,-12,-2,-4,-24,8
IDE cell inh,-1,-2,-3,1,0,3

Not a hit list; 2.9% or so of the library scored in one or more.
